# High-throughput results from PubChem BioAssay.
# 14-3-3 PPI: modulators of human 14-3-3 gamma - Raf peptide interaction; 0.19% of 160,000 active; P61981; FP, 14-3-3gamma / TMR-pS259-Raf peptide binding; inhibition, % at 40 µM; in the data active = inhibition above about 30%;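 note: 0% = protein plus tracer without compound and 100% = blank with tracer alone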
# Target sequence (P61981 whole entry, looked up): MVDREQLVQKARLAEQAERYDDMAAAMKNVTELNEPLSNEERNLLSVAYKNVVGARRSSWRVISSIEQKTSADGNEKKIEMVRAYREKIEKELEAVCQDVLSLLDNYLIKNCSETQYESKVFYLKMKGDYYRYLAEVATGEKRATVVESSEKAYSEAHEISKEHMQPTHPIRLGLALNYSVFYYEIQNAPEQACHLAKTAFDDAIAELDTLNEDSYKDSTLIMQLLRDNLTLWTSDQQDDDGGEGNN
# * hit, by the source's call; & = joins results of further samples. Some of the compounds tested; count on the stated rates, not on these rows.
# Start of the listing, in advance, four compounds:
SMILES,14-3-3 PPI
COc1ccc(C2=NC(c3cccc(F)c3)NC(c3cc(Cl)ccc3O)C2)cc1 (stereo not drawn),5.4
Cn1c(/C(C#N)=C/Nc2ccccn2)nc2ccccc21,-7.8
COc1ccc(CNC(=O)c2cc(-c3ccccc3OC)on2)cc1,-5.4
COc1ccc(/C(O)=C2\C(=O)C(=O)N(c3ccccn3)C2c2ccc(Cl)cc2)cc1 (stereo not drawn),4.0

# This part in full, from the start:
SMILES,14-3-3 PPI
COc1ccc(C2=NC(c3cccc(F)c3)NC(c3cc(Cl)ccc3O)C2)cc1 (stereo not drawn),5.4
Cn1c(/C(C#N)=C/Nc2ccccn2)nc2ccccc21,-7.8
COc1ccc(CNC(=O)c2cc(-c3ccccc3OC)on2)cc1,-5.4
COc1ccc(/C(O)=C2\C(=O)C(=O)N(c3ccccn3)C2c2ccc(Cl)cc2)cc1 (stereo not drawn),4.0
COc1ccc(-c2nc3c4c5c(sc4ncn3n2)CCCCC5)cc1OC,-9.0
O=C(C1CCCN(Cc2cccnc2)C1)N1CCCCC1 (stereo not drawn),2.3
O=c1c2ccccc2nc(C=Cc2cn(Cc3ccccc3)c3ccccc23)n1CCCO,-16.1
O=C1C(=O)N(c2ncc(S(=O)(=O)c3ccc([N+](=O)[O-])cc3)s2)C(c2ccc(F)cc2)/C1=C(\O)c1ccc(Cl)cc1 (stereo not drawn),-5.9
COc1cc(OC)c(C#N)c(S(=O)Cc2ccccc2)c1 (stereo not drawn),-8.3
c1nc2sc3c(c2c2nnnn12)CCC3,-7.2&1.2
Fc1cc(F)c2nc(N3CCCCC3)sc2c1,2.5
COc1cc(C2C(C(=O)OCc3ccccc3)=C(C)NC3=C2C(=O)CC(c2ccccc2)C3)ccc1O (stereo not drawn),2.8
CCc1ccc(C2=CC(c3cccc(F)c3)n3nnnc3N2)cc1 (stereo not drawn),6.3
CCOc1ccccc1C(=O)NC(Nc1sc2c(c1C(N)=O)CCCC2)(C(F)(F)F)C(F)(F)F,3.3
O=c1c2[nH]c3ccc(Br)cc3c2ncn1CCCn1ccnc1,-10.6
CCOc1ncccc1C(=O)Nc1ccc(Cl)cc1,-5.3
CSCCC1NC2(C(=O)Nc3ccc(Cl)cc32)[C@@H]2C(=O)N(C3CCCC3)C(=O)[C@H]12 (stereo partly drawn),-19.5
COc1cc(C(=O)N2CCC(n3cnc4cc(F)ccc43)CC2)cc(OC)c1OC,-1.1
CCc1ccc(NC(=O)c2ccc(NCCc3ccccc3)c([N+](=O)[O-])c2)cc1,-5.5
O=C(O)CC(Sc1nc2sc3c(c2c(=O)[nH]1)CCCC3)C(=O)O (stereo not drawn),-2.7
On1cnnc1-c1ccccc1,-8.6
COCc1nc2ccccc2n1CCOc1cccc(C)c1,3.3
Cc1ccc2[nH]c(=O)c(CN(Cc3ccc4c(c3)OCO4)Cc3nnnn3Cc3ccco3)cc2c1,-4.8
CCOC(=O)C1=C(C)C2C3C(=O)N(c4cccc5ccccc45)C(=O)C3C1(C)C1C(=O)N(c3cccc4ccccc34)C(=O)C21 (stereo not drawn),-2.1
c1ccc(COc2ccc(Oc3nc(N4CCCCC4)nc(N4CCOCC4)n3)nn2)cc1,-7.3
O=C(Oc1ccc2c(=O)c(-c3cccc4ccccc34)c(C(F)(F)F)oc2c1)c1ccco1,-2.6
CCOc1ccc2nc(NC(=O)c3ccc(S(=O)(=O)N4CCOCC4)cc3)sc2c1,-4.7
Cc1cccc(OCCOCCn2c(-c3ccc(Cl)cc3)nc3ccccc3c2=O)c1C,-5.8
COc1ccc(C2NC(=O)CS2)cc1 (stereo not drawn),-10.6
COc1cc(C2C(C(=O)OC(C)C)=C(C)NC3=C2C(=O)CCC3)ccc1O (stereo not drawn),-1.5
CCCOCCOC(=O)C1=C(C)NC2=C(C(=O)CCC2)C1c1ccc2c(c1)OCO2 (stereo not drawn),3.6
CC(=O)OC1c2c(ccc3ccc(=O)oc23)OC(C)(C)C1OC(=O)CC(C)C (stereo not drawn),-1.6
CCN1C(=O)CSc2ccc(C(=O)NC3CCCCC3)cc21,1.3
CSc1nsc(NC(=O)Cc2ccccc2)n1,-2.1
c1coc(CNc2ncnc3ccccc23)c1,-4.8&1.7
CCCSc1nnc2c(n1)OC(c1ccc(F)cc1)Nc1ccccc1-2 (stereo not drawn),-41.0
Cc1ccc(C(=O)Nc2c(C(=O)N3CCOCC3)cnn2-c2ccccc2)cc1,-2.6
CN(c1ccccc1)c1ccc(/C=c2\s/c(=C(/C#N)C(=O)C(C)(C)C)n(Cc3ccco3)c2=O)cc1,-29.7
Cc1ccc2cc(CN(Cc3ccc(F)cc3)Cc3nnnn3C3CCCC3)c(=O)[nH]c2c1,-8.9
COc1ccc(C2=NN(CC(=O)N3CCN(c4ccccn4)CC3)C(=O)CC2)cc1,-3.9
COc1cccc(NC(=O)N[C@@H](Cc2ccccc2)C(=O)O)c1,-3.6
Cc1ccc(Nc2ncc(C(=O)NCCCN3CCN(C)CC3)c3ccccc23)cc1Cl,-1.5
CC(C)CN(CC(C)C)S(=O)(=O)c1cc(Br)cc2c1N(C(=O)C1CC1)CC2,-13.7
N#Cc1ccccc1NC(=O)CSc1ncn[nH]1,-6.5
CC1=CC2(C#N)C3(N=C(N)C2(C#N)C(c2ccccc2)N1)OCCO3 (stereo not drawn),-10.2
COc1ccc(OC)c(CNC(=O)c2cn(C)c(=O)c3c2c2ccccc2n3C)c1,4.5
CCCOc1ccc(C(=O)CCN2CCCCC2)cc1,-3.4
CCc1ccc(NC(=O)CSc2nc3c(c(=O)n(C)c(=O)n3C)n2C)cc1,-1.0
CS(=O)(=O)N1CCN(c2ccccc2NC(=O)c2ccc(-c3ccc(Cl)cc3Cl)o2)CC1,-26.8
O=C1C(=O)N(CCN2C(=O)c3ccccc3C2=O)c2ccccc21,0.1
# Following part
SMILES,14-3-3 PPI
Cc1ccc(-n2c(SCC(=O)Nc3ccc4c(c3)OCO4)nnc2-c2ccoc2C)cc1,-6.1
CCCOc1ccc(N2C(=O)CC(N(CCC)C(=O)CCC(=O)O)C2=O)cc1 (stereo not drawn),-3.6
COCCn1c(N)c(S(=O)(=O)c2cccs2)c2nc3ccccc3nc21,-5.9
O=C(CC(C(=O)N1CCc2ccccc21)n1ccnc1)NCc1cccnc1 (stereo not drawn),6.8&-2.6
COc1ccc(N(Cc2cc3ccccc3[nH]c2=O)C(=O)C2CCCO2)cc1 (stereo not drawn),-9.0
Cc1ccc(C(=O)CC2(O)C(=O)N(Cc3ccccc3C)c3ccccc32)cc1 (stereo not drawn),-3.5
O=C(CSc1ccc(Cl)cc1)Nc1ccc(N2CCN(C(=O)c3ccco3)CC2)cc1,-19.6
CC(=O)N1c2ccc(S(=O)(=O)N3CCN(c4ccccc4Cl)CC3)cc2CC1C (stereo not drawn),-2.2
COc1cc(NC(=O)c2csc3c2CCCC3)ncn1,-1.8
CCN1CCN(C(=O)c2cc3c(-c4ccc(Cl)cc4)nn(C)c3s2)CC1,-2.7

# Fetched by structure from the list above, 5 records:
SMILES,14-3-3 PPI
Cc1cccc(OCCOCCn2c(-c3ccc(Cl)cc3)nc3ccccc3c2=O)c1C,-5.8
Cc1ccc(Nc2ncc(C(=O)NCCCN3CCN(C)CC3)c3ccccc23)cc1Cl,-1.5
Cn1c(/C(C#N)=C/Nc2ccccn2)nc2ccccc21,-7.8
CCCOc1ccc(N2C(=O)CC(N(CCC)C(=O)CCC(=O)O)C2=O)cc1 (stereo not drawn),-3.6
CCc1ccc(NC(=O)CSc2nc3c(c(=O)n(C)c(=O)n3C)n2C)cc1,-1.0

# (list continues)
SMILES,14-3-3 PPI
COCCOC(=O)C1=C(C)NC2=C(C(=O)C(C(=O)OC)C(C)C2)C1c1ccc(Cl)c([N+](=O)[O-])c1 (stereo not drawn),0.1
CC(=O)Nc1ccc(-n2c(C=Cc3ccc(F)cc3)nc3ccccc3c2=O)cc1,-11.6
O=C(O)c1cccc(N2CCCCS2(=O)=O)c1,5.5
CCN1C(=O)CC(C(=O)Nc2ccc(C(=O)OC)cc2)SC1=Nc1ccccc1 (stereo not drawn),-7.0
COC(=O)c1ccc(C=Nc2ccc(-c3nc4ccccc4s3)cc2)cc1,-2.0
CC(C)C1Cc2[nH]c(=O)c(C(=O)O)cc2CO1 (stereo not drawn),-0.2
COc1ccccc1N(CC(=O)Nc1ccc(Cl)cc1)S(=O)(=O)c1ccc(C)cc1,-1.1
O=C1c2cccc3cccc(c23)C(=O)N1CCCC(=O)n1nnc2ccccc21,-3.4
CCN(CC)c1ccc2cc(C(N)=O)c(=Nc3ccccc3)oc2c1,-9.0
O=S1(=O)N=C2CCCN2C(c2ccc(F)cc2)N1 (stereo not drawn),4.5
CCCC(=O)Nc1ccc(S(=O)(=O)Nc2ccc(F)cc2)cc1,0.5
CCOCCCn1c(=N)c(C(=O)NC2CCCC2)cc2c(=O)n3ccccc3nc21,-98.6
N#CC1=C(N)N2C(=C(C#N)C13CCN(Cc1ccccc1)CC3)Nc1ccccc12,-3.6
CCN(CC(=O)NC1CCS(=O)(=O)C1)C(=O)C(c1ccccc1)c1ccccc1 (stereo not drawn),-4.9
Cc1ccc(-c2cc(-c3ccc(C)o3)nc(N)c2C#N)cc1,-25.0
CCN(CC)S(=O)(=O)c1ccc(NC2c3ccccc3C(=O)N2Cc2ccc3c(c2)OCO3)cc1 (stereo not drawn),-3.0
O=C1c2ccccc2C(=O)N1c1cccc(-c2nc3ccccc3o2)c1,4.0
COC(=O)CN1C(=O)C(O)(CC(=O)c2ccc(C)cc2)c2cc(Br)ccc21 (stereo not drawn),5.3
COCCNC(C)C(=O)Nc1ccc(Br)cc1 (stereo not drawn),-4.4
CC1=C(C(=O)OCc2ccccc2)C(c2cccc(Cl)c2)C2=C(CC(C)(C)CC2=O)N1 (stereo not drawn),-6.6
COc1cccc(Oc2coc3c(CN4CCOCC4)c(O)ccc3c2=O)c1,-1.4
Cc1cc(NC(=O)C2CC(c3ccc(F)cc3)=NO2)n(-c2ccccc2)n1 (stereo not drawn),-1.7
S=c1[nH]c2cc3c(cc2c2nc4ccccc4n12)OCO3,-4.5
Cc1cccc2nc(-c3ccsc3)c(Nc3ccc4c(c3)OCO4)n12,-3.0
Cc1csc2ncc(C(=O)NCc3ccc4c(c3)OCO4)c(=O)n12,2.3
CC1=NN(C(=O)C(C)C)C(O)(c2cccnc2)C1 (stereo not drawn),-6.2
CC(=O)N(C1=C(N(C)C)C(=O)c2ccccc2C1=O)c1ccc(C(=O)O)cc1,-9.4
CC(C)(CC(=O)NCc1ccccc1Cl)CC1=NS(=O)(=O)c2ccccc2N1,-4.8
CCOc1ccccc1N1C(=O)NC2CC1(C)Oc1ccc([N+](=O)[O-])cc12 (stereo not drawn),-5.0
O=C1NC(c2ccc(F)cc2)c2c(-c3ccccc3)n[nH]c21 (stereo not drawn),5.9

# Among those listed so far, these contain a CF3 group:
SMILES,14-3-3 PPI
CCOc1ccccc1C(=O)NC(Nc1sc2c(c1C(N)=O)CCCC2)(C(F)(F)F)C(F)(F)F,3.3
O=C(Oc1ccc2c(=O)c(-c3cccc4ccccc34)c(C(F)(F)F)oc2c1)c1ccco1,-2.6

# (more compounds)
SMILES,14-3-3 PPI
COc1ccc(Br)cc1CNC(=O)C1CCCN(c2nc3ccccc3o2)C1 (stereo not drawn),2.5&-5.3
Cc1ccc(NC(=O)C2C3NC(=S)NC2(C)Oc2ccccc23)c(C)c1 (stereo not drawn),-2.8
Cn1c(=O)c2sccc2n2c(CCCC(=O)NCc3ccc4c(c3)OCO4)nnc12,-1.7
CC(=O)OC1=C(C)Sc2ccc(Br)c3cccc1c23,-14.4
COC(=O)c1ccc(COC(=O)c2[nH]c(C)c(C(C)=O)c2C)o1,0.5
O=C(O)COc1ccccc1O,7.2&1.0
CC(=O)c1cccc(NC(=O)c2cc3ccccc3o2)c1,2.5
CCCN(CCC)S(=O)(=O)c1ccc2c(c1)NC(=O)CS2,2.9
COc1ccccc1N(CCC#N)C(=O)CSc1nc(-c2ccccc2)cn1N,-3.0
CCCOc1cc(CC(=O)NCc2ccco2)ccc1OC,-5.5
CCn1c(C)[n+](CC(O)COc2ccccc2OC)c2ccccc21 (stereo not drawn),-7.7
COc1cccc(OCCCCN2CCCCC2)c1,-8.0
CCn1c(SCCC#N)nnc1-c1ccncc1,1.5
COc1ccc2nc(NC(=O)CSc3nc4ccccc4s3)sc2c1,-48.5
CN(C)c1ccc(P(=O)(OC2CCCCC2)C(O)c2ccccc2F)cc1 (stereo not drawn),-0.3
O=C(Nc1cccc(Cl)c1)Nc1nc(-c2ccccc2)cs1,-1.3
c1ccc(-c2nnc(-c3cccc(-c4nnc(-c5ccccc5)o4)c3)o2)cc1,-4.3
Cc1ccc(Cn2c(CN3CCOCC3)nc3c2c(=O)[nH]c(=O)n3C)cc1,1.4
CC(=O)N1CCc2cc(Br)cc(S(=O)(=O)NCCCN3CCN(c4ccccc4F)CC3)c21,14.3
O=C(Nc1cccc(F)c1)c1cc(S(=O)(=O)N2CCC(C(=O)O)CC2)ccc1F,-1.2&-7.4
COc1cccc(N2C(=O)CN(Cc3sccc3C)C2=S)c1,-8.8
COc1ccc(-c2nc(CS(=O)CC(=O)NCC3CCCO3)c(C)o2)cc1 (stereo not drawn),-4.7
COc1cc2c(cc1OC)-c1cc(OCCN3CCOCC3)nc(=O)n1CC2,-4.4
O=C(COc1ccc(Cl)cc1)N1CCN(C(=O)c2ccncc2)CC1,-1.1
Cc1cc(NS(=O)(=O)c2ccc(NC(=O)CCN3C(=O)c4ccccc4C3=O)cc2)no1,-10.1
COC(=O)c1ccc(C(=O)OC)c(NC(=O)CCc2ccc(C)o2)c1,-10.8
Cc1ccc(C(=O)c2sc3nc4c(cc3c2N)C(=O)CC(C)(C)C4)cc1,0.0
Cc1sc2ncn(CC(=O)N3CCN(c4ccc(F)cc4)CC3)c(=O)c2c1C,-4.2
COc1ccccc1-c1coc2cc(OCC(=O)OCC(C)C)ccc2c1=O,-3.0
O=S(=O)(O)c1nc2ccccc2n1CCOc1ccccc1,-2.1
COc1cc2c(=O)n(Cc3ccccc3)c(=O)n(CC(=O)Nc3cc(C)[nH]n3)c2cc1OC,-5.9
CCCn1c(=N)n(CCOc2ccc(OC)cc2)c2ccccc21,0.8&3.1
CCOc1ccc(C2NC(=O)NC(C)=C2C(=O)Nc2ccc(F)cc2)cc1 (stereo not drawn),11.1
CCOC(=O)c1ccc(N=Cc2ccc(C#Cc3ccccc3)cc2)cc1,0.6
CN(CCC#N)S(=O)(=O)c1ccc2[nH]cc(C(=O)O)c(=O)c2c1,-4.8
